HEK cytotox = kills HEK 293 cells. HEK 293 viability, ATP luminescence (CellTiter-Glo), 48-72 h. 6.6% of 94,000 active. Potency, µM (series often up to 115 µM), without a hit: top-dose activity change, negative = cytotoxicity, most hits filed as inhibitors. AID 1345083; also: potency is read from the fitted curve at half-maximal effect; nearly all actives have a fitted effect of over 60% in size
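Cells seeded first (HEK 293, 250 cells/well), then compound added by pintool. Incubation ran 48 or 72 hr at 37 degree Celsius. CellTiter-Glo was added and luminescence imaged after 10 min at room temperature.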
SNCA expr inhib = inhibitors of alpha-synuclein (SNCA) gene expression; HEK-293 SNCA-luciferase knock-in, luminescence, 24 h; Potency, µM (series often up to 57.2 µM), for inactives: top-dose activity change, negative = inhibition, usual class: inhibitors; 0.17% of 140,000 active; AID 1671194;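 also: potency is read from the fitted curve at half-maximal effect; plate controls were DMSO cells for no effect and cell-free wells for full effect; nearly all actives have a fitted effect of over 45% in size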
IP6K1 inhibitor = inhibitors of human IP6K1 | IP6K1 kinase, ADP-Glo luminescence, 2 h; stronger effect = lower value | activity change, % (series mostly up to about 58 µM) | 0.81% of 140,000 active; in the data active = activity change below about -25%
Target sequence (Q92551 whole entry, looked up): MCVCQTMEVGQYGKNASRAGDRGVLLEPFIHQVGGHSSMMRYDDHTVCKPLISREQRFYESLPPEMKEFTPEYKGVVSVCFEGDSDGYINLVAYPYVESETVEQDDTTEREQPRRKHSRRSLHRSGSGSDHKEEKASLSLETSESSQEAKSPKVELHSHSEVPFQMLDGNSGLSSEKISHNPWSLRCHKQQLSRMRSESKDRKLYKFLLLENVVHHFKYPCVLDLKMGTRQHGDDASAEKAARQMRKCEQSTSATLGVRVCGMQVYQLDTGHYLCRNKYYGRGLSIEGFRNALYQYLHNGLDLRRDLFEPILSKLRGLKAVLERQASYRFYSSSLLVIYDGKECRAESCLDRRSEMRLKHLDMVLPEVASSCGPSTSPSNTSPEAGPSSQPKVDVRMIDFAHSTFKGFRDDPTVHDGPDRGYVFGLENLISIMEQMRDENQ
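ADP-Glo luminescence measures ADP made by human IP6K1 during a 2 h RT reaction with ATP/IP6 (mix at 1.3 mM/130 uM); top library doses 57.5 and 19.1 uM final.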
Luciferase inh = Photinus pyralis luciferase inhibition; 2.5% of 76,000 active; AID 1347043; purified P. pyralis luciferase, luminescence, biochemical; Potency, µM (doses to about 115 µM), for inactives: top-dose activity change, negative = inhibition, usual class: inhibitors; P08659; also: potency is read from the fitted curve at half-maximal effect; nearly all actives have a fitted effect of over 65% in size
Target sequence (P08659 whole entry, looked up): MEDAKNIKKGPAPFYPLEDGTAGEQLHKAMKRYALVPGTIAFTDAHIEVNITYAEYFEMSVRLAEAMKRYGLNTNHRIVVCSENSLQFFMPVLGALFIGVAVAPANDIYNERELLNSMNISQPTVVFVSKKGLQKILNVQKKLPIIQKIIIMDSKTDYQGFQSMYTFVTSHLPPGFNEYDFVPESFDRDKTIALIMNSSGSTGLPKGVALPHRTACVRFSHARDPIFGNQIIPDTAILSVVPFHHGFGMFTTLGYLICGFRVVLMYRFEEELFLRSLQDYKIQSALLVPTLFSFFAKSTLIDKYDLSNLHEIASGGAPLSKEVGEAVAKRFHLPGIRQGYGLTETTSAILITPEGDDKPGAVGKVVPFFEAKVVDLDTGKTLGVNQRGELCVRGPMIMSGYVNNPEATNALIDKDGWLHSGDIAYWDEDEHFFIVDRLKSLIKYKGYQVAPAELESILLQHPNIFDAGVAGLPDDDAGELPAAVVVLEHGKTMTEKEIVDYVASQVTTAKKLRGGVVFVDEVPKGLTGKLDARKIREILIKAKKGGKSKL
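Luminescence read by CCD imager after adding enzyme (10nM final) to wells holding compound, titrated in qHTS. Substrates 10uM each D-luciferin and ATP; buffer 50mM Tris acetate pH 7.5, 10mM Mg acetate, Tween-20, BSA.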
3T3 cytotox = NIH 3T3 cell cytotoxicity. NIH 3T3 viability, CellTiter-Glo ATP luminescence, 48-72 h. Potency, µM (doses to about 96.7 µM), for the others: top-dose activity change, negative = cytotoxicity, usual class: inhibitors. 4.3% of 94,000 active; also: potency is read from the fitted curve at half-maximal effect; nearly all actives have a fitted effect of over 55% in size
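Luminescent ATP readout (CellTiter-Glo, 10 min RT) after 48 or 72 hr compound exposure of NIH 3T3 cells seeded at 400 cells/well in 1536-well format; quantitative HTS.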
HEK293 viab = reduces viability of HEK-293 SNCA reporter cells; HEK-293-SNCA-luc viability, GF-AFC fluorescence, 24 h; Potency, µM (highest dose often 57.1 µM), for the others: at the top dose activity change, negative = cytotoxicity, hits mostly cytotoxic; 0.12% of 150,000 active; AID 1671193;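 also: potency is read from the fitted curve at half-maximal effect; 0% = DMSO-treated cells and -100% = medium-only wells without cells; nearly all actives have a fitted effect of over 30% in size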
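Cytotoxicity counterscreen: after 24 h compound treatment of genome-edited SNCA-luciferase HEK-293 cells, live-cell protease substrate GF-AFC read by fluorescence after 30 min; activity scaled between DMSO (0%) and medium-only (-100%), curves Hill-fitted.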
GPT2 inh = GPT2 alanine aminotransferase inhibition | Q8TD30 | Recombinant GPT2, coupled pyruvate oxidase/HRP Amplex Red fluorescence | Potency, µM (titrated, usually from 57.7 µM), for the others: at the highest dose activity change, negative = inhibition, hits mostly inhibitors | 0.25% of 100,000 active | AID 1671188; also: potency is read from the fitted curve at half-maximal effect; nearly all actives have a fitted effect of over 60% in size; many of its hits are not listed in these tables
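Fluorescence of coupled pyruvate oxidase/HRP/Amplex Red system (50uM Amplex, 30 min, dark) reports pyruvate formed by GPT2. Enzyme reaction: 10ng/uL GPT2, 2mM L-alanine, 250uM a-KG, 30 min room temperature, pH 7.5; 50uM AOA control.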
The depositor's hits bear a star; i = inactive; ? = inconclusive; · = not tested or not shown; [ ] = remark or other dose. Unless noted, calls follow the shape of the dose curve; as a rule, active = well fitted curve in the direction sought with a large enough effect; inconclusive = small, poorly fitted or top-dose-only effect, or another doubt; inactive = no such curve, though single readings can be large; an effect the other way counts as inactive or inconclusive. Unless noted, % is scaled to controls: 0 for no effect and ±100 for the full control effect.

SMILES	HEK cytotox	SNCA expr inhib	IP6K1 inhibitor	Luciferase inh	3T3 cytotox	HEK293 viab	GPT2 inh
CCOC(=O)N1CCc2c(sc3c2c(=O)n(Cc2ccccc2)c(=O)n3CC(=O)Nc2c(C)cccc2C)C1	·	-10%	7	·	·	4%	·
COC(=O)c1sc(-c2ccccc2)cc1NC(=O)c1cccc(F)c1	·	5%	18	·	·	-3%	·
CCC(C)(C)NS(=O)(=O)c1cc(-c2cc(C)no2)ccc1C	·	5%	13	·	·	-10%	·
Cc1cc(C(=O)N2CCC(c3nnc(Cn4ccnc4)n3C)CC2)on1	-2%	-13%	8	4%	1%	0%	i
Cc1ccc(CN2C(=O)NC3(CCCN(C(=O)c4ccc(C#N)cc4)C3)C2=O)cc1 (stereo not given)	-21%	18%	3	9%	?	4%	i
COc1ccc2[nH]cc(CCNC(=O)c3cnn(-c4ccc(C)cc4)c3C3CCN(C(=O)OC(C)(C)C)CC3)c2c1	·	-3%	7	·	·	4%	·
COc1ccccc1NC(=O)C1c2ccccc2C(=O)N(CC(C)C)C12CCCC2 (stereo not given)	71µM*	-18%	10	1%	?	-11%	-17%
CCN(c1ccccc1)S(=O)(=O)c1nnc(NC(=O)c2cccs2)s1	·	-21%	-7	·	·	-4%	·
CCN1CCOC(=O)C1CC(=O)Nc1ccc(C)c(Cl)c1 (stereo not given)	·	4%	-1	·	·	8%	·
CCc1cccc(NC(=O)C(c2ccccc2)N2Cc3ccccc3C2=O)c1 (stereo not given)	·	1%	-7	·	·	-10%	·
CC(C)NC(=O)c1nc(-c2cccnc2)c2cnccn12	?	8%[87.6 µM]	3	-3%[172 µM]	?	-1%[87.6 µM]	-2%[88.5 µM]
Cc1nn2c(c1-c1ccccc1Oc1ccccc1)N(C(=O)C(C)C)CCC2	?	?	9	-10%[172 µM]	?	-23%[87.6 µM]	2%[88.5 µM]

The final four compounds of the part before are carried over, then new ones follow.
SMILES	HEK cytotox	SNCA expr inhib	IP6K1 inhibitor	Luciferase inh	3T3 cytotox	HEK293 viab	GPT2 inh
CCN1CCOC(=O)C1CC(=O)Nc1ccc(C)c(Cl)c1 (stereo not given)	·	4%	-1	·	·	8%	·
CCc1cccc(NC(=O)C(c2ccccc2)N2Cc3ccccc3C2=O)c1 (stereo not given)	·	1%	-7	·	·	-10%	·
CC(C)NC(=O)c1nc(-c2cccnc2)c2cnccn12	?	8%[87.6 µM]	3	-3%[172 µM]	?	-1%[87.6 µM]	-2%[88.5 µM]
Cc1nn2c(c1-c1ccccc1Oc1ccccc1)N(C(=O)C(C)C)CCC2	?	?	9	-10%[172 µM]	?	-23%[87.6 µM]	2%[88.5 µM]
COc1ccccc1CNC(=O)CCCn1nc(C)c2sc3ccccc3c2c1=O	·	-1%	11	·	·	-1%	·
O=C(c1ccc2c(c1)N(Cc1ccc(F)cc1)C(=O)c1ccccc1S2(=O)=O)N1CCN(c2ccccn2)CC1	·	0%	52	·	·	0%	·
O=C(Nc1ccc(C(=O)OCc2cc(=O)n3nc(C4CC4)sc3n2)cc1)c1ccc(F)cc1	·	0%	-19	·	·	12%	·
CC(C)(C)C(=O)NCCc1csc2nc(-c3ccc(F)cc3)nn12	·	33%	0	·	·	?	·
CC(C)(N)c1ncc(-c2ccc(OC(F)(F)F)cc2)[nH]1	·	·	11	·	·	2%	1%
CCOc1ccc(Sc2cc(C(=O)NCCc3ccc(OC)c(OC)c3)c3ccccc3n2)cc1	·	-14%	-9	·	·	-5%	·
CNC(=O)c1cc(C2CC2)nc2c1c(C1CCCN1C(=O)c1ccncc1)nn2C (stereo not given)	-2%	·	-2	·	-24%	·	·
COc1ccccc1N1CCN(C(=O)c2cc(-c3ccc(C)c(F)c3)on2)CC1	·	2%	-3	·	·	8%	·
OC[C@@H]1O[C@H](CNCc2cccc(Cl)c2)[C@H](N2CCN(c3ccc(F)cc3)CC2)[C@@H]1O	?	-18%	5	-2%	?	-10%	2%
O=C(Nc1cccc(F)c1)Nc1cccc(-c2ccc(N3CCCCC3)nn2)c1	?	?	-11	0.4µM*	32µM*	-29%	i
O=C(NCc1ccc(F)cc1)c1ccc2c(O)c(S(=O)(=O)c3ccccc3)c(=O)[nH]c2c1	·	-12%	-14	·	·	12%	·
Cc1nc(C2CCN(C(=O)[C@H]3CNC[C@@H](C(=O)N4CCOCC4)C3)CC2)no1	i	0%	2	7%	1%	-2%	i
Cc1ccc(CNC(=O)CCC2CCN(S(=O)(=O)c3ccccc3)CC2)o1	-24%	-6%	5	-1%	-39%	-2%	i
CC(C)CCN(Cc1ccco1)C(=O)Cn1ncc2c([nH]c3ccccc32)c1=O	·	?	-29*	·	·	0%	·
O=C(c1ccc(F)cc1F)N1CCC2(CC1)N=C(c1ccc(Cl)cc1)NO2	?	-18%	-11	-12%	?	-7%	3%
O=C(c1cc(F)cc(Cl)c1)N1CCc2nc(-c3cccc(F)c3)[nH]c2C1	?	-6%	8	-8%	?	?	-4%[11.5 µM]
O=C1NCCN2CC3(CCN(S(=O)(=O)c4cccc5cccnc45)CC3)CC12 (stereo not given)	3%	24%	4	-4%	-5%	-1%	i
CN1CCN(C(=O)c2cnn(-c3ccccc3)c2C2CCN(C(=O)OC(C)(C)C)CC2)CC1	·	-9%	-5	·	·	6%	·
CCCNC(=O)N1CCCC(Cc2ncc(C)n2Cc2ccccc2)C1 (stereo not given)	?	7%	-7	-1%	-4%	-2%	-1%
CCOc1ccccc1/C=C/c1onc(C)c1S(=O)(=O)N1CCC(C(=O)N2CCCCC2)CC1	·	6%	-9	·	·	-7%	·
Cc1n[nH]c(C)c1C(N)C(=O)N1CCCCCCC1 (stereo not given)	-8%	-8%	7	-1%	2%	-5%	3%[11.5 µM]
O=C(O)C1CCc2nnc(C3CCCN(C(=O)c4ccc(C(F)(F)F)cc4)C3)n21 (stereo not given)	i	-7%	4	·	i	0%	i
CC(c1cccc(CN2CCC(CO)(CN3CCCC3)CC2)c1)N(C)C (stereo not given)	?	2%	4	-11%	?	-19%	-1%
COc1ccc(Cn2c(C3CCN(C(=O)c4ccc(F)cc4Cl)CC3)n[nH]c2=O)cc1	-16%	-19%	20	0%	-11%	7%	-12%

Looked up above.
`CCOc1ccccc1/C=C/c1onc(C)c1S(=O)(=O)N1CCC(C(=O)N2CCCCC2)CC1` @ IP6K1 inhibitor: -9
`COc1ccc(Cn2c(C3CCN(C(=O)c4ccc(F)cc4Cl)CC3)n[nH]c2=O)cc1` @ Luciferase inh: 0%
`O=C1NCCN2CC3(CCN(S(=O)(=O)c4cccc5cccnc45)CC3)CC12` (stereo not given) @ HEK cytotox: 3%
`CC(C)CCN(Cc1ccco1)C(=O)Cn1ncc2c([nH]c3ccccc32)c1=O` @ IP6K1 inhibitor: -29*
`CCCNC(=O)N1CCCC(Cc2ncc(C)n2Cc2ccccc2)C1` (stereo not given) @ 3T3 cytotox: -4%

Following part
SMILES	HEK cytotox	SNCA expr inhib	IP6K1 inhibitor	Luciferase inh	3T3 cytotox	HEK293 viab	GPT2 inh
Cc1ccc2c(c1)N(C(=O)Cn1ccn3nc(-c4ccccc4)c(CO)c3c1=O)CCO2	-2%	24%	12	1%	-30%	?	1%
COc1ccc(NC(=O)c2sc3nc(C)c(C(=O)Nc4ccc(Cl)cc4)c(-c4ccc(Br)cc4)c3c2N)cc1	·	18%	-4	·	·	-14%	·
CC(=O)NC1CCN(Cc2ccc(-c3ccsc3)cc2)C1 (stereo not given)	?	43%[activator][87.6 µM]	-8	·	?	1%[87.6 µM]	i
COc1ccc(C2Cn3nnc(-c4nc(-c5ccncc5)no4)c3CO2)cc1 (stereo not given)	1%	15%	-12	7%	-23%	2%	4%
COC(=O)c1c(NC(=O)COc2cccc(C(F)(F)F)c2)sc2c1CCCC2	·	-7%	17	·	·	0%	·
COc1ccc(C2=NC3(CCCCCC3)N(CC(=O)Nc3ccc(C)c(C)c3)C2=O)cc1	·	-15%	9	·	·	-24%	·
CCOc1cccc2cc(-c3nc4sc5c(c4c(=O)[nH]3)CCC(C(C)(C)C)C5)c(=O)oc12 (stereo not given)	·	17%	-15	·	·	15%	·
CC(C)N1C(=O)C2(CCCC2)C1C(=O)N1CCc2ccccc21 (stereo not given)	?	24%	-3	0%	1%	4%	2%
O=C1CCN(C(=O)COc2ccc(F)cc2)CCCC(c2nc(-c3ccccc3)no2)CCN1 (stereo not given)	?	-9%	27	-8%	?	-13%	-1%
CC(C)c1ccc(C(=O)CC2(O)C(=O)N(CCc3ccccc3)c3ccc(Cl)cc32)cc1 (stereo not given)	·	?	16	·	·	-6%	·
CCN1CCN(C(=O)Cn2c(-c3cccs3)cc3cc(Cl)ccc32)CC1	·	-14%	-21	·	·	0%	·
CC(=O)Nc1ccc(-n2cc3c(c2-c2ccc(C)cc2)c(=O)n(C)c(=O)n3C)cc1	·	16%	3	·	·	-19%	·
O=C1Nc2ccccc2OCC12CCN(Cc1ccc(OC(F)(F)F)cc1)CC2	?	7%	20	-2%	-20%	-7%	i
CCc1ccc(NC(=O)c2cc3n(n2)CC(c2ccc4c(c2)OCO4)OC3)cc1 (stereo not given)	32µM*	-20%	-1	?	?	1%	i
COc1cccc(N2CCN(C(=O)c3cc4c(s3)-c3ccccc3OC4)CC2)c1	·	-22%	-21	·	·	1%	·

Part of the list above, limited to Luciferase inh:
SMILES	Luciferase inh
O=C1Nc2ccccc2OCC12CCN(Cc1ccc(OC(F)(F)F)cc1)CC2	-2%
CCc1ccc(NC(=O)c2cc3n(n2)CC(c2ccc4c(c2)OCO4)OC3)cc1 (stereo not given)	?

This is a subset; count on the stated rates, not on these rows.
